Source: PubChem BioAssay
TAG inh = inhibitors of triacylglycerol accumulation; inhibition, % at 12.5 µM; H9c2 cells, Nile Red lipid (TAG) fluorescence; cells loaded with 200 µM oleic acid; 230,000 compounds, 0.66% hits;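 active = pattern-corrected inhibition of lipid staining of at least 50% with the nuclear-stain viability signal not falling by more than 50%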;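 note: 0% = DMSO wells and 100% = triacsin C control wells; some results filed as inactive read as strong as hits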
TAG inh DAPI viability = second read-out of TAG inh, no call of its own (marks repeat the call); DAPI nuclei signal change (viability), lower = more cytotoxic, %;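 whole-well DAPI fluorescence read on a plate reader as a viability signal; minus 50 percent equals half of cells still viable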
The depositor's hits bear a star. This is a subset (hit frequency here may not be typical).

What do the screens show for `O=C(CN1C(=O)C2C3C=CC(C3)C2C1=O)N1CC=C(c2ccccc2)CC1` (stereo unspecified)?
TAG inh: 7; TAG inh DAPI viability: -10

How did Nc1ccc(N(CCO)CCO)cc1 do in these assays?
TAG inh: 3; TAG inh DAPI viability: 3

Results for C=CCNC(=O)c1scc2c1CCCC2 ?
TAG inh: -3; TAG inh DAPI viability: -6

What do the screens show for `Cc1cc(S(=O)(=O)Nc2ccc(C(=O)NCc3ccncc3)cc2)ccc1F`?
TAG inh: 12; TAG inh DAPI viability: -9

How did CCCCn1c(N)c(N(CC(C)C)C(=O)CCC2CCCCC2)c(=O)[nH]c1=O do in these assays?
TAG inh: -29; TAG inh DAPI viability: 1

How did CC(=O)C1=C(O)C(=O)N(c2ccc(C)cc2)C1c1ccc([N+](=O)[O-])cc1 (stereo unspecified) do in these assays?
TAG inh: -3; TAG inh DAPI viability: -2

How did O=C1CNC(=O)/C1=C/c1ccc(O)cc1 do in these assays?
TAG inh: 4; TAG inh DAPI viability: -8

Results for CC(NC(=O)C(=S)N1CCN(C)CC1)c1ccccc1 (stereo unspecified) ?
TAG inh: 0; TAG inh DAPI viability: -1

Results for COc1ccccc1N1CC(C)(C)C(=O)N(C(=O)c2c(F)cccc2Cl)C1=S ?
TAG inh: 0; TAG inh DAPI viability: -3

Results for O=S(=O)(c1ccccc1)N1CCSC1c1ccco1 (stereo unspecified) ?
TAG inh: -17; TAG inh DAPI viability: 2

Results for CC(C)c1ncc(CO)n1Cc1c(Cl)cccc1Cl ?
TAG inh: 0; TAG inh DAPI viability: 0

Results for Cc1cc(C)cc(NC(=O)C2CCCN2S(=O)(=O)c2ccc3c(c2)C(C)(C)C(=O)N3C)c1 (stereo unspecified) ?
TAG inh: 11; TAG inh DAPI viability: -10

How did CC1=C(C(=O)Nc2ccccc2)C(c2cccnc2)n2nc(-c3cccnc3)nc2N1 (stereo unspecified) do in these assays?
TAG inh: 3; TAG inh DAPI viability: 9

Results for COC(=O)Oc1cncc(C(=O)O)c1 ?
TAG inh: -9; TAG inh DAPI viability: 0

What do the screens show for `O=C1CCc2cc(S(=O)(=O)NC3CCCCC3)cc3c2N1CC3`?
TAG inh: 11; TAG inh DAPI viability: 5

At a glance, part of the list above:
How did CC1=C(C(=O)Nc2ccccc2)C(c2cccnc2)n2nc(-c3cccnc3)nc2N1 (stereo unspecified) do in these assays?
TAG inh: 3; TAG inh DAPI viability: 9

Results for COC(=O)Oc1cncc(C(=O)O)c1 ?
TAG inh: -9; TAG inh DAPI viability: 0

What do the screens show for `O=C1CCc2cc(S(=O)(=O)NC3CCCCC3)cc3c2N1CC3`?
TAG inh: 11; TAG inh DAPI viability: 5

Compounds listed so far with a Cl atom (two):
Results for COc1ccccc1N1CC(C)(C)C(=O)N(C(=O)c2c(F)cccc2Cl)C1=S ?
TAG inh: 0; TAG inh DAPI viability: -3

Results for CC(C)c1ncc(CO)n1Cc1c(Cl)cccc1Cl ?
TAG inh: 0; TAG inh DAPI viability: 0

Later entries:
What do the screens show for `CCc1nc2c(OCc3ccccc3C(=O)OC)cccn2c1N(C)C(=O)Nc1ccccc1OC`?
TAG inh: 24; TAG inh DAPI viability: -10

Results for Cc1nc(-c2ccncc2)sc1C(=O)Nc1ccc(Br)cc1 ?
TAG inh: -16; TAG inh DAPI viability: 1

What do the screens show for `COc1ccccc1-c1nc(-c2ccccn2)no1`?
TAG inh: 2; TAG inh DAPI viability: -1

How did N#Cc1c2n(cnc1=O)CCCCC2 do in these assays?
TAG inh: 6; TAG inh DAPI viability: 10

Results for CC1CN(c2nn3c(=O)c4ccccc4nc3c3ccccc23)CC(C)O1 (stereo unspecified) ?
TAG inh: 0; TAG inh DAPI viability: 6

How did O=C1CCN(Cc2ccccc2)C(=O)N1c1ccccc1 do in these assays?
TAG inh: 0; TAG inh DAPI viability: 2

Results for O=S(=O)(/C=C/c1ccccc1)Nc1ccc(N2CCOCC2)cc1 ?
TAG inh: -4; TAG inh DAPI viability: 4

How did CN(C(=O)CSc1ncnc2sc3c(c12)CCC3)C1CCS(=O)(=O)C1 (stereo unspecified) do in these assays?
TAG inh: 0; TAG inh DAPI viability: -8

How did Cc1nnc(SCCC(=O)Nc2ccc(F)cc2)s1 do in these assays?
TAG inh: -7; TAG inh DAPI viability: 3

What do the screens show for `CC(=O)NC1=NN(C(C)=O)C(C)(c2ccc(Cl)s2)S1` (stereo unspecified)?
TAG inh: 17; TAG inh DAPI viability: 7

What do the screens show for `COc1cccc(Cl)c1NC(=O)N1CCc2c([nH]c3ccccc23)C1C(F)(F)F` (stereo unspecified)?
TAG inh: 26; TAG inh DAPI viability: 3

Results for C=CCn1c2ccccc2c2nnc(SC(CC)C(=O)Nc3sc4c(c3C#N)CCCC4)nc21 (stereo unspecified) ?
TAG inh: 22; TAG inh DAPI viability: 4

What do the screens show for `Cc1cc(NN)nc(NS(=O)(=O)c2ccc(Cl)cc2)n1`?
TAG inh: -3; TAG inh DAPI viability: 10

What do the screens show for `Cc1ccc2c(c1)NCC(C(=O)NCc1ccccc1)O2` (stereo unspecified)?
TAG inh: 10; TAG inh DAPI viability: -1

What do the screens show for `O=C(CNC(=O)c1ccc(Br)o1)Nc1cccc(S(=O)(=O)N2CCOCC2)c1`?
TAG inh: -2; TAG inh DAPI viability: 4

How did Cc1ccc(C(=O)OCC(=O)NCc2ccc3c(c2)OCO3)cc1S(=O)(=O)N1CCOCC1 do in these assays?
TAG inh: 11; TAG inh DAPI viability: -2

How did COc1ccc(C2/C(=C(/O)c3ccc(Cl)cc3)C(=O)C(=O)N2CCN2CCOCC2)c(OC)c1 (stereo unspecified) do in these assays?
TAG inh: -14; TAG inh DAPI viability: 6

What do the screens show for `O=C1C(=C(I)I)c2ccccc2-c2ccccc21`?
TAG inh: 122; TAG inh DAPI viability: -87

What do the screens show for `COc1ccc(CN2C[C@@H](CO)O[C@@H](n3cnc4c(NC5CCC5)ncnc43)C2)cc1`?
TAG inh: 12; TAG inh DAPI viability: -20

How did COC(=O)[C@]1(C)N[C@H](CN(C)C(=O)Nc2ccc(C)cc2)[C@@H]2C(=O)N(Cc3ccccc3)C(=O)[C@@H]21 do in these assays?
TAG inh: -5; TAG inh DAPI viability: -2

Results for O=C(Nc1nccs1)c1ccc2c(c1)C(=O)N(Cc1cccnc1)C2=O ?
TAG inh: -2; TAG inh DAPI viability: 4

Results for Cc1nc(C(=O)NNC(=O)Nc2ccccc2)cs1 ?
TAG inh: 15; TAG inh DAPI viability: -12

How did O=C1CCC2CN3CCc4c([nH]c5ccccc45)C3CC2C1 (stereo unspecified) do in these assays?
TAG inh: -15; TAG inh DAPI viability: -3

How did Cn1c(=O)cc(SCC(=O)N2CCN(C3CCCCC3)CC2)c2ccccc21 do in these assays?
TAG inh: 25; TAG inh DAPI viability: -1

Results for O=C(N/C(=C\c1ccc(Br)cc1)c1nc2ccccc2[nH]1)c1ccco1 ?
TAG inh: -34; TAG inh DAPI viability: 7

Results for O=C(C(Cc1ccccc1)n1cccc1)N1CCc2ccccc21 (stereo unspecified) ?
TAG inh: -26; TAG inh DAPI viability: -3

What do the screens show for `Cc1ccc([C@H]2C[C@H](n3cc(COC(=O)c4ccccc4)nn3)[C@@H](O)CN2CC2CCCCC2)cc1`?
TAG inh: -23; TAG inh DAPI viability: 7

Results for Cc1ccc(S(=O)(=O)N2CCOCC2)cc1C(=O)NNC(=O)c1ccoc1C ?
TAG inh: -5; TAG inh DAPI viability: -3

What do the screens show for `Cc1ccc([N+](=O)[O-])c(OCCCNCC(C)O)c1` (stereo unspecified)?
TAG inh: -8; TAG inh DAPI viability: 15

Results for CCCCn1c(N)c(N(Cc2ccccc2OC)C(=O)c2cc(=O)[nH]c3ccccc23)c(=O)[nH]c1=O ?
TAG inh: 3; TAG inh DAPI viability: -6

Results for COc1cccc(OCCOCCOc2ccc(C)cc2[N+](=O)[O-])c1 ?
TAG inh: -16; TAG inh DAPI viability: 13

How did CN(C(=O)c1cccs1)c1ccc(OCC(=O)N2CCC(C(N)=O)CC2)cc1 do in these assays?
TAG inh: -8; TAG inh DAPI viability: 4

Results for COC(=O)C(O)(CC(=O)Nc1ccccc1OC)C(F)(F)F (stereo unspecified) ?
TAG inh: 3; TAG inh DAPI viability: 2

Results for COc1ccc(C2/C=C\CN3CCC[C@H]3C(=O)N2Cc2ccc(F)cc2)cc1 (stereo partly specified) ?
TAG inh: -20; TAG inh DAPI viability: 1

How did COc1cccc(/C=C/C(=O)OCC(=O)Nc2nnc(-c3ccccc3)o2)c1OC do in these assays?
TAG inh: 1; TAG inh DAPI viability: 4

How did CCCCCCSc1cc(C)nc2ncnn12 do in these assays?
TAG inh: -7; TAG inh DAPI viability: 4

How did Cc1ccc(NC(=O)Nc2ccnc(-c3cccnc3)n2)cc1 do in these assays?
TAG inh: 25; TAG inh DAPI viability: -11

How did COc1cc2c(cc1OC)-c1nncn1C(C)(C)C2 do in these assays?
TAG inh: -2; TAG inh DAPI viability: -9

Results for Cc1noc(C)c1CSCC(=O)Nc1nnc(CC(C)C)s1 ?
TAG inh: -32; TAG inh DAPI viability: -1

What do the screens show for `CC12CN(NC(=O)c3ccc(Cl)cc3)C3(C#N)CC1CCC23C` (stereo unspecified)?
TAG inh: 2; TAG inh DAPI viability: -2

How did CCn1c(SCC(=O)N(C)C2CCCCC2)nc2cc(S(N)(=O)=O)ccc21 do in these assays?
TAG inh: 10; TAG inh DAPI viability: 7

Results for C[C@@H]1C(=O)O[C@@H]2CC34[C@H]5C[C@@H](C(C)(C)C)C36[C@H](OC(=O)[C@@H]6O)OC4(C(=O)O5)[C@@]12O (stereo partly specified) ?
TAG inh: 5; TAG inh DAPI viability: -1

How did O=C(COC(=O)c1cnccn1)c1ccc(Br)cc1 do in these assays?
TAG inh: -12; TAG inh DAPI viability: 18

How did CS(=O)(=O)N(Cc1ccc(C(=O)Nc2ccccc2Sc2ccccc2)cc1)c1ccccc1 do in these assays?
TAG inh: -14; TAG inh DAPI viability: 1

Results for CC(C)Oc1cc(F)ccc1-c1cc(C(=O)NCCCn2ccnc2)[nH]n1 ?
TAG inh: -3; TAG inh DAPI viability: -6

How did O=C(CCS(=O)(=O)c1ccccc1)OCC(=O)N1CCN(S(=O)(=O)c2ccc(Cl)cc2)CC1 do in these assays?
TAG inh: -1; TAG inh DAPI viability: 1

What do the screens show for `CCOc1ccc2cc(S(=O)(=O)N3CCOCC3)ccc2c1`?
TAG inh: -22; TAG inh DAPI viability: 13

How did COc1ccc(OC)c(C2C(C(C)=O)=C(O)C(=O)N2c2ccc(F)cc2)c1 (stereo unspecified) do in these assays?
TAG inh: -2; TAG inh DAPI viability: 0

How did O=C(Nc1cccc(C(F)(F)F)c1)C1=CC=CN2CCS(=O)(=O)N=C12 do in these assays?
TAG inh: 15; TAG inh DAPI viability: -3

How did Cc1cc(-c2ccccc2)nc(N(C)C)c1S(C)(=O)=O do in these assays?
TAG inh: 15; TAG inh DAPI viability: -11

Results for CC(C)C[C@H]1CNC(=S)N1CC1CCCN1C[C@H](CC(C)C)N1C[C@H](Cc2ccccc2)N(CC2CCCCCC2)C1=S (stereo partly specified) ?
TAG inh: -11; TAG inh DAPI viability: 13

Results for C=CCNC(=O)c1c(C(F)(F)F)nn(C)c1Cl ?
TAG inh: 16; TAG inh DAPI viability: 6

Results for CCN(CC)S(=O)(=O)c1ccc(C(=O)NCCCN=C2NS(=O)(=O)c3ccccc32)cc1 ?
TAG inh: 1; TAG inh DAPI viability: 2

What do the screens show for `Cc1ccc(S(=O)(=O)NN=CC2(c3ccccc3)CC2)cc1`?
TAG inh: 13; TAG inh DAPI viability: -3

How did c1ccc(C(c2ccccc2)N2CCN(Cc3nc(-c4cnccn4)no3)CC2)cc1 do in these assays?
TAG inh: -21; TAG inh DAPI viability: 0

What do the screens show for `Cc1c(NC(=S)N/N=C/c2ccc([N+](=O)[O-])cc2O)c(=O)n(-c2ccccc2)n1C`?
TAG inh: 9; TAG inh DAPI viability: -7

Results for CCN(CC)CCCN(C(=O)c1ccc(F)cc1)c1nc(-c2ccc(OC)cc2)cs1 ?
TAG inh: 20; TAG inh DAPI viability: 5

Results for COc1cc(C)ccc1OCCCCNCc1ccccc1 ?
TAG inh: 0; TAG inh DAPI viability: 6

How did NC(=O)C1CCN(C(=O)c2ccc3c(=O)n(Cc4ccco4)c(SCC(=O)c4ccccc4)nc3c2)CC1 do in these assays?
TAG inh: 0; TAG inh DAPI viability: -15

Results for CN(C(=O)c1cccc(NC(=O)Cc2ccc(NC(=O)C3CCCN(C(=O)C4CCCCC4)C3)cc2)c1)C1CCCC1 (stereo unspecified) ?
TAG inh: -14; TAG inh DAPI viability: 17

Grouped by structure, the entries above containing a cyano group (three)
How did N#Cc1c2n(cnc1=O)CCCCC2 do in these assays?
TAG inh: 6; TAG inh DAPI viability: 10

Results for C=CCn1c2ccccc2c2nnc(SC(CC)C(=O)Nc3sc4c(c3C#N)CCCC4)nc21 (stereo unspecified) ?
TAG inh: 22; TAG inh DAPI viability: 4

What do the screens show for `CC12CN(NC(=O)c3ccc(Cl)cc3)C3(C#N)CC1CCC23C` (stereo unspecified)?
TAG inh: 2; TAG inh DAPI viability: -2

The results go on:
Results for O=C(NOCc1ccccc1)c1ccccc1 ?
TAG inh: 13; TAG inh DAPI viability: 13

What do the screens show for `CCOC(=O)C1CCN(Cc2c(O)c3ccccc3oc2=O)CC1`?
TAG inh: 10; TAG inh DAPI viability: -6

How did Cc1ccc2nc(C)c(C)nc2c1N do in these assays?
TAG inh: -5; TAG inh DAPI viability: 12

Results for CCc1nc2ccc(C(=O)N(C)Cc3ccco3)cn2c1N(CC)C(=O)NCCc1ccccc1 ?
TAG inh: 13; TAG inh DAPI viability: -7
